Source: PubChem
L3MBTL1 inh – blocks human L3MBTL1; Potency, µM (doses to about 57.1 µM), for the others: at the top dose activity, negative = inhibition, usual class: inhibitors; AID 485360; Q9Y468; 0.66% of 230,000 active; AlphaScreen L3MBTL1–H3K9me1 peptide binding; note: nearly all actives have a fitted effect of over 60% in size
Target sequence (Q9Y468 whole entry, looked up): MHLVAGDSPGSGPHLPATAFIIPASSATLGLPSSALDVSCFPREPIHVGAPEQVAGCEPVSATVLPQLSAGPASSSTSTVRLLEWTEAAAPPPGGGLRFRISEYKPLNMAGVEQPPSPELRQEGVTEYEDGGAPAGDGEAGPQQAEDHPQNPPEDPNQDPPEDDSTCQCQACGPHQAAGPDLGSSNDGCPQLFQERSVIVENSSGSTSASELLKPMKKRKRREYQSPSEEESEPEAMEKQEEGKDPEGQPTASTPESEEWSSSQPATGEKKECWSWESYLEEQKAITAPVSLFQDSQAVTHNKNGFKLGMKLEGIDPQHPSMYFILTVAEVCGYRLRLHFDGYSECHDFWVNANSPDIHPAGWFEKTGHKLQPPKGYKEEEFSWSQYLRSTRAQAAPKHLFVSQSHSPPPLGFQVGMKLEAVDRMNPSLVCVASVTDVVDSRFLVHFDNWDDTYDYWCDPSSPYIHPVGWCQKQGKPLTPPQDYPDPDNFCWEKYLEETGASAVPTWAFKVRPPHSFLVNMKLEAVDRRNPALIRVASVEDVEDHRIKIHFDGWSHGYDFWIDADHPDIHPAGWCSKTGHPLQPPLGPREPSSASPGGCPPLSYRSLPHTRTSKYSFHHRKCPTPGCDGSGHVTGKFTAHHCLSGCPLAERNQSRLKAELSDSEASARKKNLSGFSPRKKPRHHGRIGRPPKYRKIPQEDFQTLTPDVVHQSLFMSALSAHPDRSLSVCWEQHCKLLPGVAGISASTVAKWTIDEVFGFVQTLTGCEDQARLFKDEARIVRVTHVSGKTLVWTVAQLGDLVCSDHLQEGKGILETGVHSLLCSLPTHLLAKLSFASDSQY
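First, the protein-peptide complex forms for 30 min at room temperature (L3MBTL1 50 nM, biotinylated H3K9me1 peptide 75 nM). Next, compounds are pin-transferred and incubated 30 min. Finally, AlphaScreen beads are added and read after 30 min.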
JMJD2E inh – inhibitors of human JMJD2E histone demethylase; B2RXH2; JMJD2E catalytic domain, FDH-coupled NADH fluorescence (FDH is formaldehyde dehydrogenase); Potency, µM (doses to about 57.1 µM), inactives show at the top dose activity change, negative = inhibition, hits mostly inhibitors; 1.6% of 230,000 active; AID 2147; active = well fitted inhibition curve with a large enough effect, not every such curve was filed as active; inconclusive = small, poorly fitted or top-dose-only effect, or another doubt; inactive = no such curve, though single readings can be large or run the other way;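 note: 0% = wells with enzyme and -100% = buffer wells without enzyme; nearly all actives have a fitted effect of over 50% in size; many of its hits are not listed in these tables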
TRb-SRC2 inh – TRbeta-SRC2 interaction inhibition | P10828 | TRbeta-SRC2 peptide binding, fluorescence polarization; receptor liganded with 1 µM T3 | Potency, µM (series often up to 106 µM), for inactives: top-dose activity change, negative = inhibition, usual class: inhibitors | 0.065% of 280,000 active;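 note: plate controls were bound peptide for no effect and peptide without receptor for full effect; nearly all actives have a fitted effect of over 50% in size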
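Human TRb LBD (0.6 uM) plus Texas Red-labeled SRC2 peptide (20 nM), 1uM T3, 5% DMSO, 5 hr at ambient temperature. Decreased polarization (555/632 nm) flags inhibition; data normalized to free and bound peptide controls.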
Tau fibril FP – inhibitors of human tau fibril formation; AID 1468; Potency, µM (doses to about 57.7 µM), for the others: at the top dose activity, negative = inhibition, most hits filed as inhibitors; K18 P301L tau heparin fibrillization, Alexa594 FP, 6 h; P10636; 0.39% of 280,000 active; note: nearly all actives have a fitted effect of over 55% in size
Target sequence (P10636 561-689 P618L limits assumed): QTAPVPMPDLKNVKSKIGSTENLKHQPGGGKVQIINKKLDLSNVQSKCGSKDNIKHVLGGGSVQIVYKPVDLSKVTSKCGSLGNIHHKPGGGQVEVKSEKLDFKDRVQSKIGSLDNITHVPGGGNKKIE
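K18 P301L tau (15 uM unlabeled/0.24 uM Alexa 594-labeled, final) + compound + heparin 20 uM final; 100 mM NaOAc pH 7; 6 hr 37 C; ThT 30 uM final added, 1 hr RT; FP ex 555/em 632 nm.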
RECQ1 inh – RECQ1 (human) helicase inhibition. P46063. RECQ1 DNA unwinding, red fluorescence kinetic read. Potency, µM (series often up to 57.3 µM), for the others: at the top dose activity, negative = inhibition, hits mostly inhibitors. 0.54% of 240,000 active;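 note: plate controls were vehicle for no effect and no enzyme for full effect; nearly all actives have a fitted effect of over 30% in size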
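50 nM RECQ1T1 preincubated 15 min with compound in Tris pH 8.0 buffer with MgCl2, DTT, Tween-20 and 2.5 ug/ml poly(dI-dC); started with 200 nM TAMRA/BHQ-2 forked duplex and 2 mM ATP. Unwinding read as fluorescence (525/598 nm), two reads 2 h apart.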
Tau ThT inhib – inhibitors of human tau fibril formation, thioflavin T binding; Potency, µM (doses to about 57.4 µM), for inactives: at the top dose activity, negative = inhibition, most hits filed as inhibitors; 2.1% of 270,000 active; P10636; recombinant tau K18 P301L (four-repeat tau fragment), heparin-induced fibrillization, ThT fluorescence; note: nearly all actives have a fitted effect of over 55% in size
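Tau K18 P301L fragment (15 uM unlabeled plus 0.24 uM Alexa 594-labeled) in 100 mM sodium acetate pH 7 with compound, fibrillization induced by 20 uM heparin for 6 hr at 37 C. Thioflavin T (30 uM) added, fluorescence read after 1 hr (ex 450, em 510 nm).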
TR SRC2 fluor cs – counter-screen for TRb-SRC2 inhibitors: fluorescence interference; TRb/SRC2 Texas Red total fluorescence interference; Potency, µM (top dose mostly 106 µM), for the others: top-dose fluorescence change, negative = quenching; 0.29% of 280,000 active; active = well fitted curve in either direction with a large enough effect; inconclusive = small, poorly fitted or top-dose-only effect
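Human TRβ ligand-binding domain (0.6 uM) and Texas Red SRC2 peptide (20 nM) in Tris buffer with 1 uM T3 and 5% DMSO were incubated with pinned compound for 5 hr at ambient temperature. Total fluorescence was computed as S + 2P (555/632 nm).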
GoLoco inh red – blocks human Gai1 binding to RGS12 GoLoco peptide, red readout | P63096 | Gai1:RGS12 GoLoco peptide FP, rhodamine, 10 min | Potency, µM (top dose mostly 61.6 µM), without a hit: at the top dose activity, negative = inhibition, hits mostly inhibitors | 0.44% of 230,000 active | AID 880; active = well fitted inhibition curve with a large enough effect, not every such curve was filed as active; inactive = no such curve, though single readings can be large or run the other way; note: nearly all actives have a fitted effect of over 30% in size; many of its hits are not listed in these tables
The depositor's hits bear a star; i = inactive; ? = inconclusive; . = no result given; [ ] = remark or other dose. Unless noted, calls come from the whole dose curve; as a rule, active = well fitted curve in the direction sought with a large enough effect; inconclusive = small, poorly fitted or top-dose-only effect, or another doubt; inactive = no such curve, though single readings can be large; an effect the other way counts as inactive or inconclusive. Unless noted, % is set by controls: 0 for no effect and ±100 for the full control effect; potency is the fitted concentration of half-maximal effect. A portion of the library; count on the stated rates, not on these rows.

| mol | RECQ1 inh | Tau ThT inhib | TR SRC2 fluor cs | TRb-SRC2 inh | JMJD2E inh | L3MBTL1 inh | GoLoco inh red | Tau fibril FP |
| --- | --- | --- | --- | --- | --- | --- | --- | --- |
| COc1cc2c(cc1OC)CN(Cc1nc3ccsc3c(=O)[nH]1)CC2 | -17% | ? | -1% | 12% | ? | 25µM* | 21% | -3% |
| Cc1cccc(NCc2ccccc2O)c1 | ? | -18% | 1% | -1% | 2% | -12% | 4% | 7% |
| CC1CCN(CCCNC(=O)c2cc3sccc3n2C)CC1 | -4% | -6% | 3% | -8% | 3% | -8% | . | -9% |
| COc1ccc2c(c1)-c1nc(NC(=O)c3ccc(C)cc3)sc1CC2 | . | ? | 2% | 5% | . | . | . | -14% |
| CS(=O)(=O)N(CC(=O)N1CCCCCC1)c1ccccc1 | -1% | 2% | -3% | -6% | 1% | 3% | -4% | -1% |
| CCOC(=O)N1CCN(C(=O)c2ccc(Cn3c(=S)[nH]c4cc5c(cc4c3=O)OCO5)cc2)CC1 | i | -9% | 0% | 4% | -3% | 5% | 7% | 2% |
| CN(C)CCCNC(=O)c1cc2sc3ccccc3c2s1 | 134%[activator] | 6% | -4% | -4% | ? | 3% | 4% | -12% |
| NC(=O)c1ccc(N2CCCCC2)c(N2C(=O)C3C4C=CC(C4)C3C2=O)c1 (stereo unspecified) | 0% | -5% | -1% | 4% | 5% | -7% | 4% | 2% |
| CC1(C)CC(=O)c2sc(NC(=O)c3ccccc3)nc2C1 | i | 9% | -2% | 2% | 3% | 51%[activator] | -9% | 2% |
| COc1cc(/C=C2/NC(=O)N(Cc3ccccc3F)C2=O)cc(OC)c1O | -10% | ? | -6% | 3% | ? | . | -24% | 4% |
| CN(CC(=O)OCC(=O)NCC(F)(F)F)S(=O)(=O)c1ccc(Cl)cc1 | 0% | 0% | -2% | -4% | 1% | 24% | 11% | -1% |
| O=S1(=O)N=C(N2CCN(c3ccc(F)cc3)CC2)c2ccccc21 | -3% | -18% | -4% | -1% | 5% | . | 4% | -8% |
| CCN1CCN(C(=O)N[C@@H](C(=O)N[C@@H]2C(=O)N3[C@@H]2SC(C)(C)[C@@H]3C(=O)O)c2ccccc2)C(=O)C1=O | -16% | -11% | 1% | -10% | -27% | 0% | 2% | 1% |
| CC1(C)SC(=S)N(NC(=O)Nc2ccccc2)C1N(O)C(=O)Nc1cccc2ccccc12 (stereo unspecified) | 4% | 14% | -3% | 1% | 4% | -11% | 21% | -2% |
| COc1cc(CNn2nnnc2N)cc(Br)c1OCC(=O)NC(C)(C)C | -13% | 4% | -7% | -2% | 16% | 0% | -7% | -5% |
| COc1cc([N+](=O)[O-])ccc1NC(=O)CSc1nnc(C)c(C)n1 | 0% | ? | -2% | 3% | -11% | -5% | 17% | -7% |
| CC(C)(C)OC(=O)NCCCC[C@H](NC(=O)c1nc[nH]c1C(=O)NC(c1ccccc1)c1ccccc1)C(=O)OC(C)(C)C | -18% | -5% | -1% | 4% | -3% | -17% | 3% | -11% |
| CCN1CCCC1CNCc1cccc(OC)c1OCc1ccccc1 (stereo unspecified) | -4% | 9% | -1%[53 µM] | -3%[53 µM] | 34%[activator] | 5% | 4% | 0% |
| Cc1ccc(-c2csc(NC(=S)NC(=O)/C=C/c3ccco3)n2)cc1 | -13% | ? | -2% | 1% | 10% | -4% | 8% | ? |
| O=C(COC(=O)c1ccc(Br)cc1)NCCC1=CCCCC1 | i | -11% | -1% | -2% | 8% | -2%[11.4 µM] | 4% | -5% |
| Cc1cc2c(nc1C)CCCN2C[C@H](C)O/N=C\[C@@H](C)[C@H](OCc1ccccc1)C(C)C | -12%[11.5 µM] | -5%[11.5 µM] | ? | -5%[11.2 µM] | . | . | . | -2%[11.6 µM] |
| O=C(Nc1ccc(Cl)cc1)Nc1nc(-c2ccccc2)cs1 | -5% | 5% | -1% | 6% | -3% | . | 10% | -5% |
| CCN(CC)S(=O)(=O)c1ccc(-c2nnc(SCC(N)=O)n2CC)cc1 | i | -7% | 0% | -1% | ? | 20% | 13% | -2% |
| CCCOP(=O)(OCCC)C(Nc1cccc(C(F)(F)F)c1)c1ccc(C)cc1 (stereo unspecified) | -10% | -14% | -1% | 6% | 3% | 11% | . | 4% |
| O=C(NC(=S)N1CCCCCC1)c1ccc(Cl)cc1Cl | i | -11% | -6% | -2% | 1% | -3% | 8% | -5% |
| O=C(CSc1ncccn1)N1CCN(S(=O)(=O)c2ccccc2)CC1 | i | -9% | -2% | 4% | -2% | . | 4% | -3% |
| Cc1cc(C)c2cc(C(O)c3nnnn3Cc3ccccc3)c(=O)[nH]c2c1 (stereo unspecified) | 4% | -5% | -2% | 3% | ? | -5% | 12% | -2% |
| COc1ccc(CNC(=O)CSc2ncc3c(n2)-c2cc(Cl)ccc2N(C)S3(=O)=O)cc1 | . | 4% | -2% | -9% | . | . | . | ? |
| Cn1c(=O)oc2cc(S(=O)(=O)N3CCCC(C(=O)N4CCn5c4nc4ccccc45)C3)ccc21 (stereo unspecified) | -3% | -11% | -1% | -6% | -4% | 4% | -2% | 2% |
| Cc1ccc(Cn2c(C(=O)O)cc3sccc32)cc1 | 2% | -4% | -4% | 5% | 1% | -3% | 6% | 6% |
| COCC(=O)n1nc(NCc2ccc(OC)cc2)nc1NCc1ccc(OC)cc1 | -1% | -12% | 0% | 2% | 9% | . | 3% | 9% |
| Cc1cc(C)cc(NC(=O)c2cc(=O)c3ccccc3o2)c1 | -1% | 12% | -2% | -9% | -21% | . | -12% | ? |
| O=C(Nc1cc(C(F)(F)F)ccc1N1CCOCC1)c1cn2ccccc2n1 | -10% | -6% | 1% | 1% | ? | . | 13% | -13% |
| CCN(CC)S(=O)(=O)c1cc(-c2nnc(-c3ccc(Br)cc3)o2)ccc1Br | 1% | -17% | -1% | -5% | ? | 3% | -3% | -13% |
| COC(=O)c1sc2ncn(-n3c(C)ccc3C)c(=O)c2c1C | -10% | -17% | 0% | -3% | 4% | . | -12% | 6% |
| O=C(Nc1ccc(F)c(Cl)c1)Nc1ccc(Cl)cn1 | i | 3% | 0% | -2% | 9% | 4% | 9% | -8% |
| CC(=O)Nc1sc(N/N=C/c2ccccc2F)nc1-c1ccc(C)cc1 | -17% | ? | -10% | -4% | 1% | -19% | 0% | 7% |
| Fc1cccc(Cl)c1Cc1noc(/C=C/c2ccccc2)n1 | -6% | -9% | -6% | -1% | -5% | 63%[activator] | . | -4% |
| CCOc1ccc(NC(=O)c2oc3ccccc3c2NC(=O)c2c(F)cccc2F)cc1 | . | -15% | 1% | -5% | . | . | . | ? |
| CNc1ncncc1-c1ccccc1OC | -3% | 11% | -2% | -2% | -3% | . | -9% | 1% |
| COc1ccccc1C(=O)NCc1ccc2c(c1)CCN2C(=O)c1cccc(C)c1 | . | -21% | 0% | -7% | . | . | . | 8% |
| Cc1ccc(-c2nnn(CC(=O)N(c3ccc(F)cc3)C(C(=O)NC(C)(C)C)c3ccco3)n2)o1 (stereo unspecified) | -4% | -5% | 2% | 2% | 4% | -24% | -3% | -2% |
| COc1ccc(C2CC(c3cccs3)n3nc(N)nc3N2)cc1 (stereo unspecified) | -13% | ? | -2% | 3% | ? | ? | 1% | 1% |
| CCOc1cc(C2C(C(=O)Nc3ccccc3)=C(C)Nc3ncnn32)cc(Br)c1O (stereo unspecified) | . | -12% | -1% | 5% | . | . | . | 0% |
| COc1ccc(C(=O)NCC(=O)N/N=C/c2cn[nH]c2-c2ccccc2)cc1 | -2% | -15% | 0% | -4% | 10% | . | 6% | -3% |
| CC1CCCCC12NC(=O)N(CC(=O)NC(=O)NCc1ccco1)C2=O (stereo unspecified) | -1% | -7% | 3% | -3% | 1% | . | -6% | 5% |
| O=C(Cc1ccccc1)NCCCN1CCN(CCCNC(=O)Cc2ccccc2)CC1 | -11% | 1% | 0% | -10% | 10% | 5% | 10% | 9% |
| CSc1cccc(NC(=O)C2CCN(c3nc4ccccc4[nH]3)CC2)c1 | . | -14% | -2% | 0% | . | . | . | 8% |
| NC(=O)Nc1ccccc1C(=O)N1CCC(O)(c2ccc(Cl)cc2)CC1 | -6% | 8% | -2% | -5% | 3% | 5% | -2% | -2% |
| CC(=O)N1CCC(N(C(=O)Nc2ccc(Cl)cc2)C(C)C)CC1 | 14% | . | 1% | 1% | 6% | . | -3% | 1% |
| O=C(CC1C(=O)NCCN1C(=O)Nc1ccc(F)cc1)Nc1ccc(F)cc1 (stereo unspecified) | -5% | -1% | -4% | -5% | -2% | 8% | 6% | -9% |
| Cc1ccc(-c2nc(SCC(=O)c3c(N)n(C)c(=O)n(C)c3=O)n[nH]2)cc1 | -8% | -10% | 1% | -3% | 8% | -6% | 36%[activator] | -4% |
| O=S(=O)(NCCNc1ncc(C(F)(F)F)cc1Cl)C(F)(F)F | i | -2% | 0% | -5% | 5% | 12% | 7% | -8% |
| O=C(Nc1ccc(Cl)c(S(=O)(=O)N2CCOCC2)c1)c1cc(-c2ccccn2)nc2ccccc12 | -9% | 2% | -6% | -1% | ? | -11% | 7% | ? |
| CCc1ccccc1NC(=O)CCCN1C(=O)CCn2nc(-c3cn(C)c4ccccc34)cc21 | . | ? | -3% | -5% | . | . | . | 8% |
| Cc1[nH]c2ccccc2c1C(=O)COc1ccccc1 | i | ? | 0%[53 µM] | -5%[53 µM] | -5% | 3% | 9% | -2% |
| CCn1c(NCc2cccc(Cl)c2)nc2ccccc21 | . | -3% | 0% | -3% | . | . | . | -3% |
| Cc1sc2nc(COC(=O)c3ccc(N4CCCC(C)C4)c([N+](=O)[O-])c3)[nH]c(=O)c2c1C (stereo unspecified) | i | ? | -3% | 3% | 1% | -7% | 15% | 10% |
| Cc1cc(O)c(CN2CCN(c3ccccc3)CC2)c2oc(=O)cc(C)c12 | . | 0% | -2% | -10% | . | . | . | -8% |
| CC(=O)c1c(C)nn(CCC(=O)O)c1C | i | -4% | 2% | -3% | -7% | -16% | -3% | 3% |
| CCc1ccccc1-n1c(SCC(=O)NC)nnc1-c1cccnc1 | 7% | 14% | 2% | ? | 1% | 46%[activator] | . | -3% |
